aDG glyco act – alpha-DG glycosylation activation; 360,000 compounds, 0.22% hits; activation, % at 10 µM; Pro5-aDG cells, alpha-DG glycosylation AlphaScreen (IIH6); 0% Pro5, 100% B10-LARGE cell signal;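 active = activation of at least 8% versus controls, or a plate z-score of at least 8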;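 also: Pro5 are CHO cells carrying HIG-tagged alpha-DG that lacks glycosylation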
MC4R antagonist – human MC4R antagonism in cAMP assay. inhibition, % at 6.5 µM. P32245. MC4R-expressing cells, MTII-stimulated cAMP, LANCE TR-FRET. AID 540295. 360,000 compounds, 0.48% hits;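 active = inhibition above its plate's cutoff, the mean of tested wells on that plate plus 3 SD, cut at about 29% in these data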;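 also: 0% = Melanotan II alone and 100% = Melanotan II plus saturating MCL0020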
Target sequence (P32245 whole entry, looked up): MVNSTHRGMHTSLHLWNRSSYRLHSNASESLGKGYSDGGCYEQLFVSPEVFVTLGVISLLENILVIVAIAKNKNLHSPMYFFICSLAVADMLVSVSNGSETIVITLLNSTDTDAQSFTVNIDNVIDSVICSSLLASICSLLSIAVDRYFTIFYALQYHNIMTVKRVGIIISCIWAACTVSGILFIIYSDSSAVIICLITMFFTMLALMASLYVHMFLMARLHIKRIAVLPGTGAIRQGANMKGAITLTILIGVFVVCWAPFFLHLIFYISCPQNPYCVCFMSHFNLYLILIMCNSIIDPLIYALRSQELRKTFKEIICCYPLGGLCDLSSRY
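System – human MC4R-expressing U2OS cells · Also added – Melanotan II · Dosing – one concentration, 6.5 µM nominal · Timing – 30-min compound, 1-h challenge, 1-h detection, room temperature · Measured by – Eu-cAMP/anti-cAMP TR-FRET, emission 671 nm · Replicates – singlicate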
iPSC survival up – enhancers of human iPSC single-cell survival. AID 602274. 360,000 compounds, 0.044% hits. hiPSC single-cell survival, ATPlite luminescence; 100% = ROCK inhibitor wells, 0% = DMSO. survival enhancement, % at 20 µM; in the data active = survival enhancement above about 18%;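 also: cells exposed to compounds for 16 hours before the ATP read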
N-glyco inh – blocks N-linked glycosylation in D54 reporter cells. AID 588692. reporter increase, % at 12.5 µM. 360,000 compounds, 0.23% hits. D54 ERlucT glycosylation luciferase reporter, 24 h; percent of 100 nM tunicamycin response;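 active = mean luciferase reporter signal, scaled so untreated is 0 and the glycosylation-blocking control 100, at or above a set limit in every replicate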;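 also: luciferase carries N-glycosylation sites so blocking glycosylation raises the light; 0% = median of neutral control wells and 100% = median of 100 nM tunicamycin wells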
ABCB6 inh MLPCN – blocks the human ABCB6 transporter; AID 602162; K562-ABCB6 porphyrin accumulation, flow cytometry, 1 h; hits give low values; fluorescence ratio to DMSO, % at 10 µM; 360,000 compounds, 0.19% hits;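 active = fluorescence ratio to DMSO below 75%, the collection mean minus 3 SD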;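 also: signal is porphyrin accumulated inside mitochondria; 100% equals median channel fluorescence of DMSO control wells; lower ratio means ABCB6 inhibition with less porphyrin fluorescence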
m5-HT2A agonist – agonists of mouse serotonin 5-HT2A receptor (HTR2A). CHO-K1 mHTR2A beta-arrestin complementation, luminescence; percent of 30 µM serotonin response. 360,000 compounds, 0.66% hits. AID 624169. P35363. activation, % at 7.6 µM;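 active = activation above a run cutoff, the mean activation of all tested compounds plus 3 SD, cut at about 14% in these data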;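 also: 0% = plate median of compound wells and 100% = 30 µM serotonin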
Target sequence (P35363 whole entry, looked up): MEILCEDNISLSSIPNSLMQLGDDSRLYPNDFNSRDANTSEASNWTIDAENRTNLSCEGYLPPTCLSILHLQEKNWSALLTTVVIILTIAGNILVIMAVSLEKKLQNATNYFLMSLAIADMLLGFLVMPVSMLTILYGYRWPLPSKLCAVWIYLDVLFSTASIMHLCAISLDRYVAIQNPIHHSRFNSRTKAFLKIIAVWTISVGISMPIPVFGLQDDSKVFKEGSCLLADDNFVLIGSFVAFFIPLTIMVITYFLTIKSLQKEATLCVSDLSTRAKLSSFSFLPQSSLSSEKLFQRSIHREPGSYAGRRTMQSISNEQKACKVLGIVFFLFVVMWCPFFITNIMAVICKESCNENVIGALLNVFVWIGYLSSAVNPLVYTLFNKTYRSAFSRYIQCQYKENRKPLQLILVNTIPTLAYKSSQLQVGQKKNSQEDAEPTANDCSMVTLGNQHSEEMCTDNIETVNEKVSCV
Granule exo inh – lytic granule exocytosis inhibition; TALL-104 LAMP-1 surface exposure, flow cytometry; cells stimulated with thapsigargin and PMA; inhibition, % at 10 µM; 360,000 compounds, 0.66% hits; AID 651702;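 active = inhibition above about 55%, limit read from the data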
MC4R barr agon – agonists of human melanocortin 4 receptor (MC4R) beta-arrestin; P32245; U2OS MC4R beta-arrestin complementation, luminescence; percent of melanotan II response, DMSO zero; activation, % at 8.9 µM; 360,000 compounds, 0.98% hits; AID 540308;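 active = activation above a per-plate cutoff, the mean activation of sample wells on that plate plus 3 SD, cut at about 8% in these data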
ABHD5-PLIN5 inh – ABHD5-PLIN5 protein interaction inhibition; 360,000 compounds, 0.78% hits; Split G. princeps luciferase complementation, luminescence, 4 h; Q00G26+Q8WTS1; AID 602281; inhibition, % at 4 µM;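 active = inhibition above the mean inhibition across every tested compound plus 3 SD, cut at about 22% in these data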;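 also: 0% = DMSO only wells and the 100% control is not disclosed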
Cardio protect – modulators protecting cardiomyocytes from myocardial damage. H9c2 cardiomyocytes, H2O2 injury protection, ATPLite, 2 h. 360,000 compounds, 0.63% hits. protection from H2O2 cell death, % at 20 µM;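 active = compounds giving at least 50% protection of heart cells from peroxide-induced death in the single-dose screen, raw or plate-pattern-corrected value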;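 also: 0% = DMSO wells with peroxide and 100% = DMSO wells without peroxide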
* hit, by the source's call; . = no result given.

SMILES | ABCB6 inh MLPCN | Cardio protect | Granule exo inh | m5-HT2A agonist | ABHD5-PLIN5 inh | MC4R antagonist | aDG glyco act | iPSC survival up | MC4R barr agon | N-glyco inh
Cc1ccc2nc(-c3cccc(S(=O)(=O)N4CC(C)OC(C)C4)c3)cn2c1 (stereo not drawn) | 101.0 | -9.4 | -0.9 | 1.5 | -0.3 | 9.8 | 0.9 | -0.2 | -3.6 | 1.8
CC(C)N(C)c1ncnc2c1ncn2[C@H]1CN(Cc2ccc(Cl)cc2)C[C@@H](CO)O1 | 100.0 | -4.3 | 1.1 | 1.6 | 7.0 | 8.1 | 0.1 | -1.1 | -0.1 | 2.6
CCCCC(CC)CNC(=O)CN(C)S(=O)(=O)c1cccc2nsnc12 (stereo not drawn) | 99.0 | 1.2 | -1.5 | -6.9 | 1.7 | 1.5 | -0.3 | -1.4 | -1.2 | 1.1
CCCNc1nc(N2CCCC2)nc(N2CCCC2)n1 | 89.0 | -5.5 | -3.7 | -2.8 | -1.0 | -1.0 | 0.2 | -0.7 | -0.9 | -2.4
Cc1ccnc(NC(=O)c2cc(S(=O)(=O)N3CCCCC3)ccc2Cl)c1 | 94.0 | -4.2 | -4.6 | -0.5 | 1.1 | 5.5 | 0.0 | -1.3 | 0.7 | 0.0
COc1ccc(C2=NOC3(CC(=O)N(c4ccc(Cl)cc4)C3=O)C2)c(OC)c1 (stereo not drawn) | 98.0 | -1.8 | 2.7 | 0.8 | 0.1 | 2.6 | 0.3 | -0.8 | 2.1 | 0.5
O=C(Nc1ccccc1C(=O)N1CCOCC1)C1COc2ccccc2O1 (stereo not drawn) | 109.0 | -3.0 | 0.2 | 8.2 | 1.4 | -3.3 | 0.0 | 2.1 | -0.2 | 2.4
COCCN(C(=O)C(C)N1C(=O)c2ccccc2C1=O)c1c(N)n(CC(C)C)c(=O)[nH]c1=O (stereo not drawn) | 107.0 | -3.5 | -0.9 | 3.1 | -10.5 | 18.5 | 1.4 | 1.0 | -0.4 | 0.9
Cc1nnc(NC(=O)CCC2CCCCC2)s1 | 105.0 | 0.3 | 2.7 | 3.2 | -6.1 | 1.2 | -0.2 | 6.0 | 1.7 | 1.9
Cc1ccc(-c2csc3ncn(CC#N)c(=O)c23)cc1C | 99.0 | -3.6 | -6.8 | -0.1 | 2.3 | 14.0 | -0.1 | -0.2 | -0.8 | 3.0
CC(=O)Nc1cccc(C(=O)N(Cc2ccccc2)Cc2ccccc2)c1 | 98.0 | -1.6 | 8.5 | -1.3 | -1.8 | 15.6 | 0.2 | -0.5 | -0.7 | -0.6
O=S(=O)(Nc1cc(F)ccc1F)c1cccc2nonc12 | 98.0 | 0.4 | -0.1 | -2.9 | -7.7 | 9.0 | 0.0 | -0.3 | -0.4 | 1.2
Cc1nn(Cc2cccc(C(=O)Nc3ccn(Cc4c(F)c(F)cc(F)c4F)n3)c2)c(C)c1[N+](=O)[O-] | 93.0 | 8.8 | -3.6 | 1.5 | -3.2 | 3.1 | 0.2 | -1.4 | -0.5 | -7.1
COc1cc(OC)c(C(=O)OCC(=O)N2CCN(S(=O)(=O)c3ccc(C)cc3C)CC2)cc1OC | 94.0 | 18.4 | -1.1 | -4.5 | 9.4 | 1.6 | 0.2 | 0.0 | -1.5 | 1.5
N#CC1=C(Nc2ccc(Br)cc2)CCC1 | 99.0 | 2.2 | -0.9 | -0.7 | -0.7 | -2.0 | -0.1 | -0.6 | 0.0 | 0.4

Quoted at random: 3 records from the list.
SMILES | ABCB6 inh MLPCN | Cardio protect | Granule exo inh | m5-HT2A agonist | ABHD5-PLIN5 inh | MC4R antagonist | aDG glyco act | iPSC survival up | MC4R barr agon | N-glyco inh
Cc1ccc(-c2csc3ncn(CC#N)c(=O)c23)cc1C | 99.0 | -3.6 | -6.8 | -0.1 | 2.3 | 14.0 | -0.1 | -0.2 | -0.8 | 3.0
N#CC1=C(Nc2ccc(Br)cc2)CCC1 | 99.0 | 2.2 | -0.9 | -0.7 | -0.7 | -2.0 | -0.1 | -0.6 | 0.0 | 0.4
O=S(=O)(Nc1cc(F)ccc1F)c1cccc2nonc12 | 98.0 | 0.4 | -0.1 | -2.9 | -7.7 | 9.0 | 0.0 | -0.3 | -0.4 | 1.2

(continued)
SMILES | ABCB6 inh MLPCN | Cardio protect | Granule exo inh | m5-HT2A agonist | ABHD5-PLIN5 inh | MC4R antagonist | aDG glyco act | iPSC survival up | MC4R barr agon | N-glyco inh
CC(C)(ONC(=O)Nc1ccccc1Cl)C(=O)O | 100.0 | 1.7 | 2.5 | 4.7 | 10.4 | 14.2 | -0.1 | 0.6 | 1.8 | 2.2
CC(C)OC(=O)CC(=O)CSc1nc2c(cc1C#N)CCCC2 | 105.0 | -1.9 | 2.9 | -0.1 | -2.0 | 2.9 | -0.2 | 0.2 | -0.7 | -0.4
Cc1ccc2oc(=O)n(CCCOc3ccccc3C)c2c1 | 95.0 | -6.6 | 1.1 | -4.3 | -6.2 | 0.3 | 0.7 | 0.0 | 3.4 | -3.4
CCCn1c(SCC(=O)Nc2cc(Cl)ccc2Cl)n[nH]c1=O | 102.0 | 5.2 | 1.5 | -0.8 | 3.1 | 3.3 | -0.8 | 0.4 | -0.3 | -1.5
O=C(Nc1c2c(nn1-c1ccccc1)CS(=O)(=O)C2)c1ccco1 | 96.0 | 0.9 | 0.2 | -1.2 | 9.5 | 20.6 | 0.1 | -0.6 | -2.5 | 0.9
CN=C(Nc1ccc(C(=O)OC)s1)c1ccc(Cl)cc1 | 99.0 | -3.4 | 0.5 | 1.9 | 2.9 | -1.7 | -0.1 | -0.4 | -2.4 | 0.8
COc1ccc(NC(=O)CCN2C(=O)c3ccccc3C2=O)cc1 | 99.0 | -3.7 | 2.8 | -6.4 | -5.6 | 3.8 | 0.0 | 0.0 | -2.5 | -1.8
O=C(NCc1nnc2c(C(F)(F)F)cc(Cl)cn12)c1cccs1 | 98.0 | 6.2 | -2.9 | 1.2 | -4.7 | 4.8 | -0.1 | -0.5 | -1.6 | -0.3
Cc1nn(-c2ccccc2)c2[nH]c(=O)cc(C(F)(F)F)c12 | 93.0 | -4.6 | -8.1 | -0.5 | 1.4 | -0.7 | 0.0 | 0.8 | -1.9 | -0.3
Cc1nn(C)c(C(=O)NC(=S)Nc2ccc([N+](=O)[O-])cc2)c1Cl | 99.0 | -8.2 | -3.8 | 3.2 | -2.7 | 10.0 | 0.3 | -0.1 | -2.3 | 0.7
O=C(c1cn(-c2ccccc2)nc1-c1cccnc1)N1CCCC(C(F)(F)F)C1 (stereo not drawn) | 107.0 | 11.1 | -6.0 | 6.8 | 8.0 | 10.6 | 0.1 | -0.4 | -2.3 | -0.4
Cc1sc2ncnc(SCC(=O)c3ccc4c(c3)OCCO4)c2c1-c1ccccc1 | 101.0 | -6.4 | -1.1 | 2.6 | 4.5 | 0.2 | 0.0 | -1.1 | 0.2 | -1.0
COc1cc(NC(=O)COC(=O)Cc2ccc(-c3ccccc3)cc2)cc(OC)c1 | 94.0 | -7.2 | 5.9 | -5.1 | 0.8 | 6.2 | -0.2 | -0.9 | 5.1 | -0.6
Cc1cc2nnc(SCC(=O)NC3CCCCC3)n2c(N)n1 | 96.0 | 4.8 | -13.1 | 3.7 | -2.4 | 0.6 | -0.1 | -0.2 | 0.6 | 2.5
CC(C)N1CCN(Cc2nc(-c3ccccc3)cs2)CC1CCO (stereo not drawn) | 100.0 | -2.6 | -2.5 | 1.0 | 1.3 | 2.8 | 0.3 | -1.8 | -1.0 | 0.1

Going on with the list:
SMILES | ABCB6 inh MLPCN | Cardio protect | Granule exo inh | m5-HT2A agonist | ABHD5-PLIN5 inh | MC4R antagonist | aDG glyco act | iPSC survival up | MC4R barr agon | N-glyco inh
CCn1c(=O)cc(OCC(=O)NCCCN2CCC(C)CC2)c2ccccc21 | 103.0 | 1.3 | 1.7 | 6.0 | -4.3 | 0.1 | -0.4 | -2.0 | -0.9 | 6.3
O=C(COC(=O)c1cc(=O)[nH]c2ccccc12)Nc1ccc(Cl)c(S(=O)(=O)N2CCOCC2)c1 | 104.0 | 12.3 | -10.9 | -0.5 | -8.0 | 12.2 | -0.3 | 0.1 | -2.9 | 3.3
CN(C)CCNC(=S)Nc1ccccc1C(C)(C)C | 96.0 | -0.4 | -4.3 | -7.5 | -4.8 | 8.3 | 0.0 | 1.3 | -1.9 | 0.7
COc1ccccc1C(=O)NCC(=O)OCC(=O)c1ccc(Cl)s1 | 94.0 | -2.2 | -8.3 | -4.2 | 6.8 | 18.5 | 0.0 | 0.0 | -4.3 | 2.4
CCOC(=O)C1(Cc2cccc(OC)c2)CCN(Cc2ccc(OC)c(O)c2)CC1 | 98.0 | 2.0 | -0.3 | 1.8 | 4.4 | 5.0 | 0.5 | -1.1 | -4.3 | -8.1
O=C(O)c1cccc(S(=O)(=O)Nc2ccccc2C(=O)NCCc2ccccc2)c1 | 100.0 | 4.3 | -1.0 | 8.0 | -5.8 | 5.9 | 0.1 | -0.6 | 1.0 | 2.1
CNC[C@H]1OCc2cnnn2CCCC(=O)N([C@H](C)CO)C[C@@H]1C | 96.0 | 1.8 | -5.7 | 3.0 | 10.2 | . | 0.0 | 2.9 | . | 1.0
C=CC[C@H](CC(=O)OC(C)(C)C)C(=O)OC[C@H]1CCCN1C(=O)[C@@H](CC=C)CC(=O)N(CCO)Cc1ccccc1 | 100.0 | -7.5 | 7.6 | 6.2 | 7.5 | 4.2 | 0.5 | -0.8 | 0.7 | -0.8
Cc1cccc(Cn2cnc3c(nnn3Cc3ccc(Cl)cc3)c2=O)c1 | 91.0 | 3.5 | -2.2 | 3.2 | -0.9 | 4.3 | 0.5 | -2.3 | 3.7 | -2.9
CCOc1ccccc1/C=C/c1onc(C)c1S(=O)(=O)N1CCC(C(=O)N2CCCCCC2)CC1 | 97.0 | 1.8 | 1.7 | -8.0 | 5.1 | 9.4 | -0.5 | 0.2 | -2.2 | -1.9
CCOC(=O)c1ccc(N2C(=O)CC(N3CCC(C(N)=O)(N4CCCCC4)CC3)C2=O)cc1 (stereo not drawn) | 103.0 | 1.2 | 2.7 | 5.3 | 6.0 | -0.1 | 0.2 | 2.0 | -2.5 | -0.8
COC(=O)CCC(=O)OC1(C)C(=O)C=C2C=C(C3CC3)N(CC3CC3)C=C2C1=O (stereo not drawn) | 106.0 | -3.7 | 10.6 | 7.0 | -8.2 | 0.7 | 0.1 | -1.0 | 0.8 | 0.5
O=C(COC(=O)c1ccco1)NCC1CCCCC1 | 95.0 | 0.9 | 4.3 | 1.7 | -1.9 | 0.6 | -0.1 | -0.2 | -2.9 | 0.8
CCC(=O)c1ccc(OCC(=O)OCC(=O)NC2CCCCCCC2)cc1 | 89.0 | -1.7 | 10.1 | -10.8 | -5.2 | 6.3 | -0.2 | 0.4 | -2.5 | -0.8

Bioassay records (PubChem)
